MEP2 TOR yeast: modulators of MEP2-GFP levels in yeast, primary screen, S. cerevisiae, multiplex flow cytometry, MLPCN library. GFP response vs DMSO, % at 10 µM. S. cerevisiae MEP2-GFP strain, 3 h; 100% = DMSO control level. 0.51% of 330,000 active;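 active = GFP response versus DMSO above a set limit, roughly screen mean plus 3 SD, cut at about 180% in these data; inconclusive = fewer than 70 cells counted for a yeast strain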;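 note: median GFP fluorescence of the barcode-gated MEP2-GFP cells per well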
CIT2-GFP yeast: modulators of CIT2-GFP expression in yeast, primary screen, S. cerevisiae, GFP fusion, multiplex flow cytometry, MLPCN library; S. cerevisiae CIT2-GFP strain, 3 h; 100 means same as DMSO wells; GFP response vs DMSO, % at 10 µM; 0.065% of 320,000 active; AID 2029, 2009;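 active = GFP response relative to DMSO above a set limit, near the screen mean plus 3 SD, cut at about 150% in these data; inconclusive = Fewer than 70 cells measured for a yeast strain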;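 note: ratio of well median GFP fluorescence to mean of DMSO wells on the plate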
LAP4 TOR yeast: modulators of LAP4-GFP expression in yeast, primary screen, S. cerevisiae, multiplex flow cytometry, MLPCN library; 3 h; median GFP as percent of DMSO wells; GFP response vs DMSO, % at 10 µM; 0.34% of 320,000 active;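 active = GFP response vs DMSO above a set limit, about the screen mean plus 3 SD, cut at about 150% in these data; inconclusive = under 70 cell events counted for the yeast strain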
AGP1-GFP MLPCN: modulators of AGP1-GFP expression in yeast TOR pathway, primary screen, cell-based, multiplex flow cytometry, S. cerevisiae, MLPCN library | 3 h; GFP as percent of DMSO wells | GFP response vs DMSO, % at 10 µM | 0.02% of 320,000 active;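 active = GFP response relative to DMSO above a set limit, near screen average plus 3 SD, cut at about 150% in these data; inconclusive = fewer than 70 cells counted for the yeast strain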;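 note: median GFP channel fluorescence of the gated AGP1 strain per well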
Efflux pump inh: inhibitors of Candida efflux pumps in yeast, primary screen, S. cerevisiae, Nile Red, multiplex; S. cerevisiae Candida pump triplex; AID 485275, 2010; 0.44% of 330,000 active; inhibition, % at 10 µM;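 active = plate passing quality check with inhibition over a set limit, or well fluorescence over plate mean plus 4 SD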;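 note: Nile Red retained in pooled yeast measured as flow cytometry median fluorescence; 0% = buffer negative control and 100% = Enniatin B positive control; higher means more Nile Red kept so more efflux inhibition; some compounds called inactive have numbers as strong as hits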
RPL19A TOR yeast: RPL19A-GFP expression modulators in yeast, primary screen, cell-based, S. cerevisiae, multiplex flow cytometry, MLPCN; AID 2025, 2009; percent response vs DMSO, % at 10 µM; 0.3% of 330,000 active; S. cerevisiae RPL19A-GFP strain, 3 h; hits give low values;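 active = percent response vs DMSO below 50%; inconclusive = fewer than 70 events counted for the yeast strain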;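 note: median channel GFP fluorescence of the barcoded RPL19A-GFP strain; ratio of sample median GFP to plate DMSO average so 100% = DMSO; lower means less RPL19A-GFP as with rapamycin TOR inhibition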
AHR act: AHR activators, primary screen, cell-based, luminescence, luciferase reporter, human. Aryl hydrocarbon receptor (Homo sapiens), P35869. AHR-responsive luciferase reporter cells. activation, % at 5 µM. 2.5% of 320,000 active. AID 2796, 2010; in the data active = activation above about 47%;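 note: 0% = vehicle wells and 100% = reference agonist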
Target sequence (P35869 whole entry, looked up): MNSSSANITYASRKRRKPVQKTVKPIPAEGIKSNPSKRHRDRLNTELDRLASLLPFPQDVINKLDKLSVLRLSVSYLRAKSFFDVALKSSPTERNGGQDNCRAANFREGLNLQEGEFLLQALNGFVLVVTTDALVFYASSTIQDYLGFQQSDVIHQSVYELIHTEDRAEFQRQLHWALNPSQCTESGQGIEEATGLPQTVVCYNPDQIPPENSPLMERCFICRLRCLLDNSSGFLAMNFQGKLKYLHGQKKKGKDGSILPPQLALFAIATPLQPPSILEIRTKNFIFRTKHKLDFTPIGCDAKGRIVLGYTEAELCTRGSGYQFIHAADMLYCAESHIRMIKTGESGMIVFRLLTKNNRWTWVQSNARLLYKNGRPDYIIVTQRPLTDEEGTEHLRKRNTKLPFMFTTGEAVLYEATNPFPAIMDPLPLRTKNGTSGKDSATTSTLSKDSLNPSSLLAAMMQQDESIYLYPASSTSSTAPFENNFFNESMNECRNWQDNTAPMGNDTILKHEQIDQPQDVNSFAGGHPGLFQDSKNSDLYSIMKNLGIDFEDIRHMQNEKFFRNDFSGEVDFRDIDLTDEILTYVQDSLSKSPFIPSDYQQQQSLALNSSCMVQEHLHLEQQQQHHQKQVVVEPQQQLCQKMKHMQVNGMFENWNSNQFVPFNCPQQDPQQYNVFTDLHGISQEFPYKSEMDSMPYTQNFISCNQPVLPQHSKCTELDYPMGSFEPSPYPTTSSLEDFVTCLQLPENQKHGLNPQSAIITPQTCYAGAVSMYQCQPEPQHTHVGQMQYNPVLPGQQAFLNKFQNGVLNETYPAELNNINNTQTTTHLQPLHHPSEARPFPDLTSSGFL
CR mimetic SO: reduction of superoxide in aged yeast, primary screen, HTS. AID 2690, 2010. 0.18% of 330,000 active. superoxide response (% of plate mean), % at 10 µM. S. cerevisiae aged cells, superoxide DHE fluorescence; hits give low values;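 active = superoxide response under a set limit, about three screen SD below normal, cut at about 65% in these data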;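 note: yeast aged for seven days with compound at 30 °C before DHE staining; 100% = average MFI of all compound-treated wells on the plate with controls excluded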
Numbers without * were called inactive; ? = inconclusive; . = not tested or not shown; [ ] = remark or other dose.

SMILES	MEP2 TOR yeast	CIT2-GFP yeast	LAP4 TOR yeast	AGP1-GFP MLPCN	Efflux pump inh	RPL19A TOR yeast	AHR act	CR mimetic SO
CCOC(=O)c1cnc2c(C(=O)OC)cccc2c1NCc1cccnc1	97.3	100.1	88.8	100.9	0.0	103.3	2.1	74.0
COc1cc(C=O)c(Br)cc1OCC(=O)NCCc1ccccc1	103.9	109.8	72.4	98.9	-0.1	106.0	-3.7	109.3
CN(C)CCNC(=O)c1nn(C)c2c1CCc1ccccc1-2	104.2	110.3	93.5	99.3	0.1	107.7	1.2	104.5
COc1ccc(NC(C)=O)cc1NC(=O)CSc1nnc(-c2cccnc2)n1C	92.5	97.1	90.7	96.5	0.0	97.0	2.0	118.9
COc1cccc(-n2c(SCc3ccccn3)nc3c(c2=O)SCC3)c1	110.6	114.0	111.6	111.9	0.0	101.5	-1.4	91.6
NS(=O)(=O)c1ccc(NS(=O)(=O)c2ccc(Br)cc2)cc1	111.1	109.2	107.2	108.8	-0.1	109.4	0.2	90.9
COc1ccccc1NC(=O)Nc1ccc(Cc2ccncc2)cc1	98.4	100.4	102.2	102.8	0.2	97.0	-2.9	107.0
COc1cc(C(=O)CSc2nccn2C)cc(OC)c1OC	103.7	102.2	102.5	104.5	-0.1	107.6	47.4*	79.9
Cc1ccc(CC2CC(=O)N(c3cc(C)ccc3C)C2=O)cc1 (stereo not drawn)	105.9	95.6	91.1	97.5	0.1	107.2	6.0	95.4
CC1=C(C(=O)OC2CCCC2)C(c2coc3ccc(C)cc3c2=O)C2=C(CCCC2=O)N1 (stereo not drawn)	96.0	91.8	106.9	101.8	0.1	95.8	15.6	80.3
COC(=O)C1=CNC=C(C(=O)OC)C1c1ccccc1Cl	102.0	92.8	97.5	100.3	0.1	98.3	0.9	95.1
NS(=O)(=O)c1ccc(CNC(=O)C23CC4CC(CC(C4)C2)C3)cc1	101.4	98.1	105.0	99.2	0.0	98.1	-0.1	94.6
CC(=O)Nc1ccc(NC(=O)c2c(C)nc3ccccn23)cc1	102.1	85.2	95.0	89.2	0.2	92.8	2.5	121.5
CCC(C(=O)NC1CCCCC1)n1c(SCc2ccccc2F)nc2ccncc21 (stereo not drawn)	90.4	90.2	92.9	91.2	0.0	91.8	4.0	84.7
CCN1C(=O)/C(=C\N2CCN(C)CC2)SC1=S	332.5*[may fluoresce violet]	?	86.5[may fluoresce violet]	?	-0.1	41.9*[may fluoresce violet]	0.1	98.3
O=C(NCc1cccs1)C1CC1	99.1	91.7	98.1	99.5	0.0	98.3	-0.2	74.5
CC(=O)N1CCCc2cc(S(=O)(=O)Nc3cccc(C)c3C)ccc21	101.2	113.5	100.4	102.7	0.3	102.2	3.0	106.0
CCOC(=O)CN1C(=O)SC(Nc2ccc(C)cc2)C1=O (stereo not drawn)	100.0	93.2	131.1	106.4	0.3	94.4	-2.2	102.0
CCc1c(C)nc2[nH]nc(-c3ccccc3C)n2c1=O	107.8	113.5	112.2	112.0	-0.1	104.5	31.7	107.8
CS(=O)(=O)N1CCC(C(=O)Nc2ccccc2)CC1	104.0	104.2	100.7	103.5	-0.1	101.0	0.1	91.1
COc1cccc(N2[C@@H](CC(=O)O)c3cc(C(F)(F)F)ccc3S2(=O)=O)c1	94.2	89.4	121.1	87.9	-0.1	95.7	6.3	102.6
COc1cccc(NC(=O)CN(C)CC(=O)NCc2ccco2)c1	95.7	82.3	97.0	96.7	-0.1	101.8	1.5	124.0
OC(c1cccs1)(c1cccs1)C1C[N+]2(CF)CCC1CC2 (stereo not drawn)	106.9	104.9	100.6	107.9	-0.1	102.1	-3.5	96.0
COCCn1c(SCc2cccnc2)nnc1-c1ccco1	109.0	96.8	99.7	109.8	-0.1	106.3	2.6	99.1
c1ccc(-c2cc3ncccc3cn2)cc1	91.1	93.7	97.6	93.9	-0.1	92.4	26.2	111.1
O=S(=O)(NCc1ccc2c(c1)OCO2)c1c(F)cc(F)cc1Br	104.7	101.6	118.5	104.4	-0.2	102.4	10.6	88.9
COc1ccc(-c2nnn(CC(=O)N(CCN3CCOCC3)C(C(=O)NC3CCCC3)c3ccco3)n2)cc1 (stereo not drawn)	111.0	105.7	103.6	107.9	0.2	105.6	1.9	96.2
CN(c1ccc(C(=O)NCc2cccs2)cc1)S(=O)(=O)c1ccccc1	94.6	89.3	119.6	97.5	-0.1	97.4	1.2	97.7
COC(=O)[C@]1(C)N[C@H](CN(C)C(=O)c2ccc(C(C)(C)C)cc2)[C@@H]2C(=O)N(C)C(=O)[C@@H]21	102.1	97.6	97.6	104.2	-0.5	105.7	0.1	72.1
CCC(=O)N1N=C(c2ccc(C)o2)CC1c1ccc(Br)cc1 (stereo not drawn)	96.4	88.9	93.5	95.3	0.1	98.7	2.9	100.3

Some of these compounds in order of the LAP4 TOR yeast value, falling:
mol,LAP4 TOR yeast
COc1cccc(N2[C@@H](CC(=O)O)c3cc(C(F)(F)F)ccc3S2(=O)=O)c1,121.1
OC(c1cccs1)(c1cccs1)C1C[N+]2(CF)CCC1CC2 (stereo not drawn),100.6
O=C(NCc1cccs1)C1CC1,98.1
COC(=O)[C@]1(C)N[C@H](CN(C)C(=O)c2ccc(C(C)(C)C)cc2)[C@@H]2C(=O)N(C)C(=O)[C@@H]21,97.6
COc1cccc(NC(=O)CN(C)CC(=O)NCc2ccco2)c1,97.0
CCC(=O)N1N=C(c2ccc(C)o2)CC1c1ccc(Br)cc1 (stereo not drawn),93.5

Going on with the list.
SMILES	MEP2 TOR yeast	CIT2-GFP yeast	LAP4 TOR yeast	AGP1-GFP MLPCN	Efflux pump inh	RPL19A TOR yeast	AHR act	CR mimetic SO
CC1(Cc2cn(CCC#N)c3ccccc23)OCCO1	99.8	101.9	99.8	100.7	0.0	99.4	8.5	96.4
CCOC(=O)C1CCN(S(=O)(=O)c2c(C)n(C)c(=O)n(C)c2=O)CC1	104.6	110.4	95.3	104.4	0.1	100.6	2.1	108.0
CS(=O)(=O)c1ccc(Cl)c(NC(=O)CCN2C(=O)NC3(CCCC3)C2=O)c1	105.2	123.7	88.8	105.3	-0.1	106.4	0.9	81.7
COc1cc(NC(=O)c2ccc(COCC(F)(F)F)cc2)cc(OC)c1OC	91.3	95.7	81.1	.	0.1	95.2	3.8	111.5
O=C(CCCn1c(=S)[nH]c2ccccc2c1=O)NC1CCCC1	93.8	83.0	84.5	106.1	0.1	96.7	6.2	94.3
COc1cc(C(=O)OCC(=O)Nc2ccc3c(c2)OC(F)(F)O3)ccc1OCc1c(C)noc1C	111.5	101.2	93.9	98.1	-0.1	97.8	-4.2	103.1
COc1ccc(CCNC(=O)CSc2nc3ccccc3c3nc(CCN4CCCCC4)nn23)cc1OC	93.5	87.0	97.1	94.3	0.0	90.2	-1.5	103.7
O=C(COc1cccnc1[N+](=O)[O-])Nc1ccc2c(c1)OCO2	104.0	88.7	125.9	100.7	-0.1	95.5	30.7	93.6
COC(=O)c1[nH]c2ccccc2c1NC(=O)CN1CCN(C/C=C/c2ccccc2)CC1	100.1	99.0	98.9	96.9	-0.1	98.5	3.9	81.5
O=S(=O)(c1ccccc1F)N1CCc2ccccc2C1	102.0	96.4	98.7	97.9	0.5	101.4	3.0	89.0
COc1cccc(-c2nnc(NC(=O)Cc3cccs3)s2)c1	102.9	109.8	97.6	103.1	-0.1	99.0	2.4	95.3
Cc1ccc(C(=O)C2CCN(C(=S)NCC3CCCO3)CC2)cc1 (stereo not drawn)	96.0	98.9	101.9	106.7	0.0	95.8	-0.5	98.1
Cc1ccccc1NS(=O)(=O)c1ccc(NC(=O)N2CCCCC2)cc1	98.8	113.0	73.4	96.3	-0.1	107.4	5.2	94.2
CCCCCCC#Cc1cncc(C(=O)NNC(=O)Nc2cc(Cl)cc(Cl)c2)c1	96.9	110.9	115.2	111.9	0.0	100.6	-0.2	85.6
CCOc1ccc(C(=O)Nc2cccc([N+](=O)[O-])c2)cc1Br	105.1	102.0	101.9	101.9	0.0	101.4	-7.5	105.3
Cc1ccccc1N(C(=O)Cc1ccsc1)C(C(=O)NC1CCCCC1)c1ccc(F)cc1 (stereo not drawn)	110.7	103.3	98.9	113.1	0.0	101.0	1.1	101.5
CCn1cc(/C=C(\NC(=O)c2ccccc2)C(=O)NCCCN2CCOCC2)c2ccccc21	107.0	107.5	97.8	101.6	-0.1	98.3	4.5	91.5
O=c1oc2cc(O[C@@H]3OC[C@@H](O)[C@H](O)[C@H]3O)ccc2c2ccccc12	98.9	110.9	111.9	111.0	0.0	95.0	-0.6	81.0
Cc1ccc(C(=O)C(OC(=O)CNS(=O)(=O)c2ccccc2)c2ccccc2)cc1 (stereo not drawn)	96.4	101.4	89.1	99.4	0.0	99.2	-2.4	115.7
O=C(Nc1cccc(S(=O)(=O)N2CCOCC2)c1)c1c2c(nc3ccccc13)CCC2	106.2	108.5	81.0	86.5	-6.7	106.7	7.6	96.0
CCN(CC)C(=O)C1CCN(CC2CC=CCC2)CC1 (stereo not drawn)	101.7	87.8	98.2	100.0	0.1	102.8	2.4	113.7

Shown with two lines to a compound: entries from further up.
Below each compound – MEP2 TOR yeast	CIT2-GFP yeast	LAP4 TOR yeast	AGP1-GFP MLPCN	Efflux pump inh	RPL19A TOR yeast	AHR act	CR mimetic SO
O=c1oc2cc(O[C@@H]3OC[C@@H](O)[C@H](O)[C@H]3O)ccc2c2ccccc12
    98.9	110.9	111.9	111.0	0.0	95.0	-0.6	81.0
Cc1ccc(C(=O)C(OC(=O)CNS(=O)(=O)c2ccccc2)c2ccccc2)cc1 (stereo not drawn)
    96.4	101.4	89.1	99.4	0.0	99.2	-2.4	115.7
O=C(Nc1cccc(S(=O)(=O)N2CCOCC2)c1)c1c2c(nc3ccccc13)CCC2
    106.2	108.5	81.0	86.5	-6.7	106.7	7.6	96.0
CCN(CC)C(=O)C1CCN(CC2CC=CCC2)CC1 (stereo not drawn)
    101.7	87.8	98.2	100.0	0.1	102.8	2.4	113.7

Structures shown so far containing a Cl atom:
SMILES	MEP2 TOR yeast	CIT2-GFP yeast	LAP4 TOR yeast	AGP1-GFP MLPCN	Efflux pump inh	RPL19A TOR yeast	AHR act	CR mimetic SO
COC(=O)C1=CNC=C(C(=O)OC)C1c1ccccc1Cl	102.0	92.8	97.5	100.3	0.1	98.3	0.9	95.1
CS(=O)(=O)c1ccc(Cl)c(NC(=O)CCN2C(=O)NC3(CCCC3)C2=O)c1	105.2	123.7	88.8	105.3	-0.1	106.4	0.9	81.7
CCCCCCC#Cc1cncc(C(=O)NNC(=O)Nc2cc(Cl)cc(Cl)c2)c1	96.9	110.9	115.2	111.9	0.0	100.6	-0.2	85.6
